Source: PubChem BioAssay
Rab9 prom act = activators of Rab9 promoter; actives 2.8% (n = 320,000); Potency, µM (titrated, usually from 9.22 µM), without a hit: at the highest dose activation, negative = inhibition, actives largely listed as activators; AID 485297; Huh7 Rab9 promoter-luciferase reporter, luminescence, 24 h; note: potency is the fitted concentration of half-maximal effect; % of control where 0% means no effect; nearly all actives have a fitted effect of over 60% in size
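Luminescence read-out: Huh7 cells stably expressing Rab9-luciferase, treated 24 h with compound at 37 °C, then lysed with luciferase reagent for 10 min at ambient before reading.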
Gal4-VP16 FLuc = inhibits Gal4-VP16 luciferase reporter, ROR gamma counter-screen; actives 3.5% (n = 310,000); Drosophila S2 Gal4-VP16 UAS-luciferase, luminescence, 20 h; AID 2546; Potency, µM (highest dose often 53.6 µM), for the others: at the highest dose activity, negative = inhibition, usual class: inhibitors;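 note: Gal4-VP16 expression switched on by copper sulfate through the metallothionein promoter; potency is the fitted concentration of half-maximal effect; % is set by controls: 0 for no effect and ±100 for the full control effect; nearly all actives have a fitted effect of over 50% in size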
ELG1 genotox = inducers of genotoxicity in HEK293T ELG1-luciferase cells; AID 504466; actives 1.3% (n = 330,000); HEK293T ELG1-luciferase reporter, luminescence, 16 h; Potency, µM (top dose mostly 46 µM), for the others: top-dose activity change, positive = activation, most hits filed as activators; note: potency is the fitted concentration of half-maximal effect; % of control where 0% means no effect; nearly all actives have a fitted effect of over 60% in size
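DMSO vehicle served as control against compound-treated ELG1-luciferase HEK293T cells; exposure lasted 16 hr at 37 °C and 5% CO2, followed by ONE-Glo luminescence detection after 30 min.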
Menin-MLL TR inh = menin-MLL binding inhibition, Texas Red mutant peptide; actives 0.23% (n = 270,000); O00255; Menin + Texas Red MLL mutant peptide, fluorescence polarization; AID 1768; Potency, µM (doses to about 61.6 µM), for inactives: top-dose FP activity change, negative = inhibition, usual class: inhibitors; active = well fitted inhibition curve with a large enough effect in the polarisation, with a control signal flat, not every such curve was filed as active; inconclusive = small, poorly fitted or top-dose-only effect, or effect the other way, or a change in a side signal; inactive = no such curve, though single readings can be large or run the other way; the % refers to the polarisation; note: potency is the fitted concentration of half-maximal effect; % of control where 0% means no effect; many of its hits are not listed in these tables
BRCA1 expr up = activators of BRCA1 expression; actives 1.1% (n = 380,000); MCF7-BRCA1-FFLuc reporter, luminescence, 48 h; response scale: scaled: vehicle 0%, 10 µM genistein 100%; Potency, µM (titrated, usually from 46.1 µM), for inactives: top-dose activation, most hits filed as activators; note: potency is the fitted concentration of half-maximal effect; nearly all actives have a fitted effect of over 80% in size; some results filed as inactive show a strong effect at the top dose
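Using MCF7 cells harboring a BRCA1 firefly luciferase reporter, plated 2 h before compound pinning, the screen measured luminescence after 48 h incubation. Responses were normalized to DMSO and 10 microM genistein, then fitted for concentration-effect.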
Giardia killer = Giardia lamblia killing. AID 540267. Giardia lamblia trophozoite viability. actives 0.15% (n = 340,000). activity change, % at 7.66 µM, hits read low; in the data active = activity change below about -80%; inconclusive = between about -30% and that limit;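 note: parasites exposed to compound for two days anaerobically before the ATP read; % is set by controls: 0 for no effect and ±100 for the full control effect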
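Each well holds 100 Giardia trophozoites and compound. After two days (48 hrs) at 37 deg C in anaerobic conditions, ATP is quantified by luminescence.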
PKM2 act = increases activity of human pyruvate kinase M2. actives 0.34% (n = 260,000). purified PKM2, Kinase-Glo ATP luminescence, activation; response scale: 0% is enzyme alone, no compound. Potency, µM (top dose mostly 57.5 µM), without a hit: top-dose activation, hits mostly activators. AID 1631; note: potency is the fitted concentration of half-maximal effect; % is set by controls: 0 for no effect and ±100 for the full control effect; nearly all actives have a fitted effect of over 55% in size
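hPK-M2, >95% pure; 0.1 mM ADP / 0.5 mM PEP final; imidazole pH7.2 buffer w/ 7 mM MgCl2, 50 mM KCl; 1 h RT; Kinase-Glo lum. Intermediate enzyme activity for dual inhibitor/activator qHTS.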
NPC1 promoter act = activates the NPC1 promoter; Huh7 NPC1 promoter luciferase reporter, 24 h; Potency, µM (titrated, usually from 9.22 µM), for the others: at the highest dose activation, hits mostly activators; actives 2.4% (n = 320,000); AID 485313;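 note: potency is the fitted concentration of half-maximal effect; % of control where 0% means no effect; nearly all actives have a fitted effect of over 60% in size; reporter is driven by a mutant NPC1 promoter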
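In 1536-well qHTS, Huh7 cells harboring an NPC1 promoter–luciferase construct received compound for 24 h; activation was quantified by luminescence following luciferase reagent addition.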
FLuc counter = counter-screen for miR-21 project: firefly luciferase inhibitors or activators | actives 6.9% (n = 360,000) | purified FLuc, Km substrates, luminescence inhibition | P08659 | Potency, µM (titrated, usually from 57.5 µM), inactives show at the top dose activity change, negative = inhibition, hits mostly inhibitors | AID 588342;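 note: potency is the fitted concentration of half-maximal effect; plate controls were vehicle for no effect and reference inhibitor for full effect; nearly all actives have a fitted effect of over 55% in size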
Target sequence (P08659 whole entry, looked up): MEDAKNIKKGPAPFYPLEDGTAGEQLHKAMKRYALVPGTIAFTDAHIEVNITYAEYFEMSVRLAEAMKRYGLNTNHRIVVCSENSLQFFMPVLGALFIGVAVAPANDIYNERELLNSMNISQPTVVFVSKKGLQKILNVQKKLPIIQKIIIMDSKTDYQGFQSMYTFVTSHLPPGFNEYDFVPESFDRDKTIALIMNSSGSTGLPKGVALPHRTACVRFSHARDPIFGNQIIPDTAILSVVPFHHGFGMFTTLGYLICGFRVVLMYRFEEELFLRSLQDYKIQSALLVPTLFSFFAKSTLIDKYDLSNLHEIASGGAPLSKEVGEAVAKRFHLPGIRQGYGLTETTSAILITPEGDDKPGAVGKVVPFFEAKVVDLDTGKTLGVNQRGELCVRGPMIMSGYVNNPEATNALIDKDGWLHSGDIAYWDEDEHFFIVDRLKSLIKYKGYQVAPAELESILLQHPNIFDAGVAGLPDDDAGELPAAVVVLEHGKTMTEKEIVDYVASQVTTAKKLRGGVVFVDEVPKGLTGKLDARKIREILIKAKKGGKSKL
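Biochemical qHTS of compounds, final roughly 60 µM downward over six points, against 10 nM purified firefly luciferase using Km concentrations of substrates (10 uM D-luciferin, 10 uM ATP) in Tris acetate pH 7.5 buffer; luminescence output.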
p53 reactivator = restores transcriptional activity of mutant p53. actives 0.063% (n = 320,000). Potency, µM (doses to about 92.2 µM), inactives show at the top dose activity change, positive = activation, hits mostly activators. H1299 p53-A138V BP100-luciferase reporter, luminescence, 24 h. AID 504706; note: potency is the fitted concentration of half-maximal effect; % of control where 0% means no effect; nearly all actives have a fitted effect of over 45% in size
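p53-null H1299 cells stably carrying temperature-sensitive p53-A138V and a BP100-luciferase reporter were pinned with compounds (4-point, 1:5 series) and held 24 hrs at 37 deg C. Luminescence was read 10 min after detection reagent.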
RORgamma inh = ROR gamma (mouse) transcription inhibition | P51450 | actives 5.4% (n = 310,000) | AID 2551 | Drosophila S2 Gal4-RORgamma UAS-luciferase reporter, 20 h | Potency, µM (doses to about 53.6 µM), inactives show at the highest dose activity change, negative = inhibition, most hits filed as inhibitors; note: potency is the fitted concentration of half-maximal effect; % is set by controls: 0 for no effect and ±100 for the full control effect; nearly all actives have a fitted effect of over 60% in size
Target sequence (P51450 whole entry, looked up, the tested form may be a part): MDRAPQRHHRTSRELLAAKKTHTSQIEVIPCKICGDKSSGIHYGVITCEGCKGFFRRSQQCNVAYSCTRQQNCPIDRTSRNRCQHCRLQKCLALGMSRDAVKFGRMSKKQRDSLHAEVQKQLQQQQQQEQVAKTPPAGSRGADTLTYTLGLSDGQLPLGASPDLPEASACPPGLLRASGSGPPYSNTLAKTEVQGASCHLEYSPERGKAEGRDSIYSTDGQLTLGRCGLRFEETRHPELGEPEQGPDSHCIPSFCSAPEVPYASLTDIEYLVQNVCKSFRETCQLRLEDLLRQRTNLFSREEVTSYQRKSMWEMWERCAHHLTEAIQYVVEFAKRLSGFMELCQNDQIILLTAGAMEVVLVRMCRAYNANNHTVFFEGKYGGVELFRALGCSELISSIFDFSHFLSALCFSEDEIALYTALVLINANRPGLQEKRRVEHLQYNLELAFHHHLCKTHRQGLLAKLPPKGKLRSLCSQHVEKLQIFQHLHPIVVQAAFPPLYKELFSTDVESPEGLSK
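Compounds are pin-transferred onto Drosophila Schneider cells expressing a copper-inducible Gal4–ROR gamma transactivation domain fusion. After 1 hr, copper sulfate is added to 700 uM final; luciferase is read 20 hr later.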
The depositor's hits bear a star; ? = inconclusive; nt = no result given; & = joins results of further samples; [ ] = another dose, or the depositor's remark. Unless noted, calls come from the whole dose curve; as a rule, active = well fitted curve in the direction sought with a large enough effect; inconclusive = small, poorly fitted or top-dose-only effect, or another doubt; inactive = no such curve, though single readings can be large; an effect the other way counts as inactive or inconclusive. Only part of the results is shown (hit frequency here may not be typical).

SMILES	Rab9 prom act	Gal4-VP16 FLuc	ELG1 genotox	Menin-MLL TR inh	BRCA1 expr up	Giardia killer	PKM2 act	NPC1 promoter act	FLuc counter	p53 reactivator	RORgamma inh
COc1ccc(CCC(=O)NNC(=O)c2ccccn2)cc1OC	2%	nt	1%	nt	-49%	9	nt	0%	0%	8%	nt
CC1=C(C(=O)OCc2ccccc2)C(c2ccccc2[N+](=O)[O-])NC(=O)N1C (centres undefined)	3%	nt	-6%	-1%	-16%	24	-5%	0%	3%	nt	nt
CC(C)Oc1ccc(CNC(=S)N/N=C/c2cccnc2)cc1	-1%	13µM*	0%	1%	-30%	4	0%	1%	-3%	23%	4µM*
COc1ccccc1CN1CC(C(=O)N2CCN(c3ccc(F)cc3)CC2)CC1=O (centres undefined)	-4%	-1%	-3%	?	-4%	0	-8%	0%	2%	-11%	10%
O=C([C@H](Cc1ccccc1)NS(=O)(=O)c1ccc(Cl)cc1)N1CC[C@@]2(O)CCCC[C@H]2C1	-4%	-22%	0%	?	-15%	-20	4%	0%	2%	-3%	?
Cc1cc(C)c(C(=O)NC2CCCc3c2cnn3-c2ccc(C)c(C)c2)c(=O)[nH]1 (centres undefined)	12%	-14%	-8%	nt	-2%	10	-10%	1%	-11%	2%	?
COc1cc(OC)c(OC)cc1CN1CCN(Cc2cccn2C)CC1	-3%	3%	-1%	?	11%	1	-5%	-4%	-6%	-9%	9%[10 µM]
Cc1ccccc1NS(=O)(=O)c1cc(C(N)=O)ccc1C	-7%	-1%	-3%	13%	-2%	-3	1%	-1%	-1%	-5%	20%
COc1ccc(CNCc2c(O)c(Cl)cc3c(C)c(C)c(=O)oc23)c(OC)c1	-6%	-5%	1%	-18%	-12%	16	nt	-6%	-3%	1%	9%
O=C(NCc1ccc2c(c1)OCO2)c1ccc(Cl)c(S(=O)(=O)NCc2ccccc2)c1	-5%	-1%	-4%	14%	-41%	-9	-12%	-1%	-4%	-7%	-1%
O=C(CCc1nnc(CCc2ccccc2)o1)N1CCCCC1CCn1cccn1 (centres undefined)	3%	26%	0%	4%	-3%	1	-1%	-4%	-12%	6%	28%
O=C(Cn1nnc2ccccc21)NNC(=O)c1ccccc1	-1%	-5%	-2%	nt	-2%	-1	-2%	7%	-3%	0%	-15%
CC1CC(C)CN(C(=O)CN2CCN(Cc3ccc(Cl)cc3)C2=O)C1 (centres undefined)	1%	9%	-2%	-3%	-1%	7	-3%	-1%	0%	0%	0%
COc1ccccc1-n1cc(C(=O)NCC(=O)N2CCN(Cc3ccccc3)CC2)c2ccccc2c1=O	0%	-6%	0%	-16%	-12%	-21	3%	-1%	?	0%	9%
O=C(CNS(=O)(=O)c1ccccc1)OCC(=O)c1cccc([N+](=O)[O-])c1	-1%	3%	2%	0%	-12%	-16	7%	-4%	1%	-4%	12%
Cc1ccc(Nc2nc(N)c([N+](=O)[O-])c(NCc3ccco3)n2)cc1	13%	-10%	7%	?	?	10	0%	18%	-17%	17%	?
COc1cccc(C(=O)CN2CCC(NC(=O)NC3CCCCC3)CC2)c1	1%	-12%	0%	-9%	-1%	-10	-5%	0%	3%	3%	-11%
NCCSc1c(-c2ccc(Cl)cc2)[nH]c2ccccc12	1%	-1%	-9%	nt	-40%	-15	1%	1%	5%	0%	7%
CCNc1ccc(S(=O)(=O)N(C)C)cc1[N+](=O)[O-]	-4%	10%	3%	7%	-8%	5	5%	1%	-2%	4%	-3%
O=C(NCC1CCOCC1)c1cc(COc2cccc(C(F)(F)F)c2)on1	1%	-4%	-9%	3%	0%	-21	nt	-1%	0%	-12%	?

Entries of single compounds, quoted from the list:
`O=C(NCc1ccc2c(c1)OCO2)c1ccc(Cl)c(S(=O)(=O)NCc2ccccc2)c1` across the screens: Rab9 prom act = -5%; Gal4-VP16 FLuc = -1%; ELG1 genotox = -4%; Menin-MLL TR inh = 14%; BRCA1 expr up = -41%; Giardia killer = -9; PKM2 act = -12%; NPC1 promoter act = -1%; FLuc counter = -4%; p53 reactivator = -7%; RORgamma inh = -1%
`COc1ccc(CCC(=O)NNC(=O)c2ccccn2)cc1OC` across the screens: Rab9 prom act = 2%; Gal4-VP16 FLuc = nt; ELG1 genotox = 1%; Menin-MLL TR inh = nt; BRCA1 expr up = -49%; Giardia killer = 9; PKM2 act = nt; NPC1 promoter act = 0%; FLuc counter = 0%; p53 reactivator = 8%; RORgamma inh = nt

(listing goes on)
SMILES	Rab9 prom act	Gal4-VP16 FLuc	ELG1 genotox	Menin-MLL TR inh	BRCA1 expr up	Giardia killer	PKM2 act	NPC1 promoter act	FLuc counter	p53 reactivator	RORgamma inh
CC(C)CC(C)NNC(=O)c1cc2ccccc2[nH]1 (centres undefined)	2%	-3%	-2%	14%	29%	-26	-4%	7%	0%	9%	22%
CCOC(=O)C1CCN(S(=O)(=O)c2csc(C(N)=O)c2)CC1	-4%	-2%	-4%	nt	-22%	-8	nt	-4%	1%&-7%	-1%	-34%
C/C(CC(=O)NC12CC3CC(CC(C3)C1)C2)=N\NC(=O)c1cnccn1	-5%	?	2%	4%	4%	-2	-4%	-3%	-4%	11%	13µM*
CCn1c(COc2cccc(C)c2)nnc1SCC(=O)N1CCCC1	14%	-8%	-1%	-6%	-12%	4	-12%	5%	-11%	-12%	?
CCN(CC)C(=O)NC1CCCCCCC1	2%	1%	3%	-1%	-11%	8	3%	0%	-1%	4%	12%
Cc1cccc(C(=O)NC(=S)Nc2ccccc2C(=O)O)c1	22%	-10%	11%	13%	-5%	-4	1%	-4%	-4%	9%	1%
O=C(Nc1cccc2ccccc12)c1cccc(F)c1	4%	1%	3%	0%	-28%	-13	nt	-2%	-18%	4%	2%
CCOc1ccc(NC(=O)c2ccc(CNc3c(NC4CCCCC4)c(=O)c3=O)cc2)cc1	6%	-6%	8%	-19%	-2%	3	-3%	0%	-3%	-4%	-4%
CCOc1ccc(CN2CCN(C/C=C/c3ccc(OC)cc3)CC2CCO)cc1 (centres undefined)	-11%	-3%	-2%	-27%	-17%	2	2%	-1%	1%	4%	-9%
O=C(CCCSc1ccccc1)Nc1ccc(Cl)c(S(=O)(=O)N2CCOCC2)c1	-10%	nt	-5%	nt	-72%	-10	nt	-7%	2%	6%	nt
Cc1ccc(CN2C(=O)N/C(=C\c3cccn3-c3cccc(C(=O)O)c3)C2=O)cc1	9%	-6%	-4%	15%	32%	-10	?	-2%	?	-4%	?
Cc1ccc(S(=O)(=O)NC(C)(C)CSc2nncn2C)cc1	1%	2%	-3%	1%	9%	11	-6%	-2%	-3%	3%	8%
CCNC(=S)NNC(=O)c1cccn(Cc2ccc(Cl)cc2Cl)c1=O	-7%	-10%	0%	nt	-28%	-16	-1%	2%	-2%	?	5%
O=C(Cn1ccc([N+](=O)[O-])n1)NCc1nc2ccccc2[nH]1	-2%	25%	-3%	10%	-4%	17	0%	-5%	3%	2%	-9%
O=C(CN1C(=O)NC2(CCCCCC2)C1=O)c1ccc(Cl)cc1	23%	nt	4%	nt	?	17	nt	22%	?	?	nt
CC(=O)N1c2ccc(S(=O)(=O)N3CCCC3)cc2CC1C(=O)Nc1cc(C)cc(C)c1 (centres undefined)	6%	-26%	-1%[9.26 µM]	0%	-11%	15	nt	-1%	2%	-3%	-25%
O=C(CNc1cccc(S(=O)(=O)N2CCOCC2)c1)N1CCc2ccccc21	0%	23%	7%	nt	59%	-3	-2%	5%	-27%	9%	-6%
CN(CCN1CCOCC1)Cc1nc(-c2ccc(Cl)cc2)no1	-6%	0%	-6%	nt	-5%	-17	-2%	-2%	0%	2%	-5%
CC(=O)c1c(C)nc2ccc(Br)cc2c1C(=O)O	-2%	-10%	-2%	7%	-3%	-5	1%	1%	5%	0%	-2%
CC1(C(=O)O)CCC(C(=O)Nc2ccc(Cl)c(Cl)c2)C1(C)C (centres undefined)	-1%	-2%	0%	19%	1%	6	1%	1%	-2%	nt	-10%

Sorted by value in p53 reactivator (rising): some entries from above
| Structure | Rab9 prom act | Menin-MLL TR inh | PKM2 act | NPC1 promoter act | p53 reactivator | RORgamma inh |
| --- | --- | --- | --- | --- | --- | --- |
| COc1cc(OC)c(OC)cc1CN1CCN(Cc2cccn2C)CC1 | -3% | ? | -5% | -4% | -9% | 9%[10 µM] |
| Cc1ccccc1NS(=O)(=O)c1cc(C(N)=O)ccc1C | -7% | 13% | 1% | -1% | -5% | 20% |
| CC(C)CC(C)NNC(=O)c1cc2ccccc2[nH]1 (centres undefined) | 2% | 14% | -4% | 7% | 9% | 22% |
